DAX1 inh-1 = DAX1 (NR0B1) inhibitors on StAR promoter, primary screen, cell-based, luminescence, SF-1 (NR5A1), full-length DAX-1 | AID 652010, 2013 | inhibition, % at 6.8 µM | HEK293T StAR-luciferase reporter, SF-1/DAX-1 repression relief | hit rate 1.1% among 370,000;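 active = inhibition above the mean over all tested compounds plus 3 SD, cut at about 3.6% in these data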;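 also: 0% = DAX-1 cells with DMSO and 100% = cells lacking DAX-1 with DMSO; higher inhibition means more luminescence from relief of DAX-1 repression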
FXN GAA850 act = FXN promoter activators, primary screen, cell-based, luciferase luminescence, HEK293 lucGAA850 | HEK293 lucGAA850 FXN promoter luciferase reporter, 24 h; percent of 10 µM SAHA response | activation, % at 6 µM | hit rate 0.56% among 360,000;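 active = activation above the average of all compounds screened plus 3 SD, cutoff fixed separately per campaign, cut at about 7.5% in these data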;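 also: 0% = DMSO wells and 100% = 10 µM SAHA wells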
GC-B act = human GC-B receptor activators, primary screen, HEK293 GC-B cells, cGMP TR-FRET, EC30 CNP; Atrial natriuretic peptide receptor 2 (Homo sapiens), P20594; 0% at EC30 CNP, 100% saturating CNP; activation, % at 10 µM; hit rate 0.11% among 370,000;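 active = activation at 10 µM reaching about 35% in either raw or pattern-adjusted values, limit read from the data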
sPLA2-III inh = human group III sPLA2 inhibitors, primary screen, biochemical, QFRET, BODIPY PC-A2 liposome substrate. Group 3 secretory phospholipase A2 (Homo sapiens), Q9NZ20. QFRET BODIPY PC-A2 liposome hydrolysis, fluorescence. inhibition, % at 12.2 µM. hit rate 0.56% among 370,000. AID 743126, 2013;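 active = inhibition above mean plus 3 SD of compounds lying within the high and low control bounds, cut at about 19% in these data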;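 also: 0% = median of test compound wells and 100% = no enzyme DMSO wells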
Target sequence (Q9NZ20 whole entry, looked up): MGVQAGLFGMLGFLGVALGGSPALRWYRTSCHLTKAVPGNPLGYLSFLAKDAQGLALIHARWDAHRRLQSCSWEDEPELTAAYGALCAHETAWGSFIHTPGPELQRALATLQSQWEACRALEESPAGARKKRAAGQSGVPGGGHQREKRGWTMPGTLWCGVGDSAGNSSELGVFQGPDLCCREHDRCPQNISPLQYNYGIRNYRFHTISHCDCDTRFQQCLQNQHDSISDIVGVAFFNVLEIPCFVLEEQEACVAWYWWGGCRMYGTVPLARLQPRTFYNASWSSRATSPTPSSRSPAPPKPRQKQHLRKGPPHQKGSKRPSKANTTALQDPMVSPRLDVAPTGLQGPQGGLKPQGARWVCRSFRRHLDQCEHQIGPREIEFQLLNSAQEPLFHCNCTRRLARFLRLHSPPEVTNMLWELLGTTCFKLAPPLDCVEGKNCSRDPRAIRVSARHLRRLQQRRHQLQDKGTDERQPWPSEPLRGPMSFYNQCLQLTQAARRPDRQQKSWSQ
SMARCA2 act = SMARCA2 (BRM) function activators, primary screen, cell-based, luminescence, high throughput. activation, % at 9.1 µM. AID 652017, 2013. MG213 cells, MMTV-luciferase reporter, dexamethasone, overnight. hit rate 1% among 370,000; in the data active = activation above about 7.8%;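 also: 0% = vehicle wells and 100% = reference activator wells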
KLK7 zymogen act = proKLK7 zymogen activators, primary screen, biochemical, fluorescence intensity | activation, % at 7 µM | hit rate 0.9% among 370,000 | purified proKLK7, EDANS-DABCYL substrate fluorescence; 100% is mature enzyme control, 0% vehicle | AID 652039, 2013 | Kallikrein-7 (Homo sapiens), P49862;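 active = activation above the mean of all tested compounds plus 3 SD, computed per campaign excluding outliers beyond control limits, cut at about 13% in these data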
Target sequence (P49862 whole entry, looked up): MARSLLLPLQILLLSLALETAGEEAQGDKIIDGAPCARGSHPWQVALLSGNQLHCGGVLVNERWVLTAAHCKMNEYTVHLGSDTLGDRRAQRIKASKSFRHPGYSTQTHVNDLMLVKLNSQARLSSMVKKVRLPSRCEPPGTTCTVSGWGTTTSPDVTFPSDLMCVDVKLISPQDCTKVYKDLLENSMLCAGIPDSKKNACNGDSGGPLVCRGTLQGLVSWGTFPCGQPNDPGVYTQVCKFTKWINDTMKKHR
hcDAF-12 act = H. contortus DAF-12 nuclear receptor activators, primary screen, cell-based, luminescence, HEK293, lit1-tk-luc reporter; HEK293 hcDAF-12 lit1-tk-luc reporter; 0% DMSO, 100% Δ7-dafachronic acid; hit rate 1.4% among 370,000; activation, % at 6.8 µM; AID 652067, 2013;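 active = activation above the mean of all tested compounds plus 3 SD, cut at about 5.5% in these data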;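 also: 100% = response to 3 µM Δ7-dafachronic acid high control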
hgDAF-12 ag = H. glycines DAF-12 receptor agonists, primary screen, cell-based, luminescence, HEK293, GAL4 fusion, UAS-luciferase; HEK293 GAL4-hgDAF12 UAS-luciferase reporter, agonist luminescence; normalized to butyrate control; hit rate 1.8% among 370,000; Nuclear hormone receptor DAF-12 (Heterodera glycines), GAL4 fusion; activation, % at 6.8 µM;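 active = activation above a cutoff set at the mean of all screened compounds plus 3 SD, cut at about 10% in these data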;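 also: 0% = DMSO wells and 100% = sodium butyrate wells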
ssDAF12 agonist = S. stercoralis DAF-12 nuclear receptor activators, primary screen, cell-based, luminescence, HEK293, GRIP1 co-expression, lit1-tk-luc; AID 652126, 2013; HEK293 ssDAF-12/GRIP1 lit1-tk-luc reporter; % of 3 µM dafachronic acid response; hit rate 1% among 370,000; activation, % at 6.8 µM; Nuclear hormone receptor DAF-12 (Strongyloides stercoralis);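 active = activation above the mean over all tested compounds plus 3 SD, cut at about 0.9% in these data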;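 also: 0% = DMSO-only wells and 100% = 3 µM delta7-dafachronic acid wells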
DAX1 inh-2 = DAX1 (NR0B1) inhibitors, primary screen, cell-based, HEK293, Gal4-DAX1, luciferase luminescence; Nuclear receptor subfamily 0 group B member 1 (Homo sapiens), P51843; HEK293 Gal4-DAX1 luciferase reporter; inhibition, % at 6.75 µM; hit rate 0.99% among 340,000; AID 504766, 2011;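 active = inhibition above the mean over all tested compounds plus 3 SD, cut at about 4.2% in these data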;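 also: 0% = DAX1-transfected cells with DMSO and 100% = empty-vector control cells with DMSO; inhibition shows as a rise in luminescence from relieved DAX1 repression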
Target sequence (P51843 207-470 limits assumed): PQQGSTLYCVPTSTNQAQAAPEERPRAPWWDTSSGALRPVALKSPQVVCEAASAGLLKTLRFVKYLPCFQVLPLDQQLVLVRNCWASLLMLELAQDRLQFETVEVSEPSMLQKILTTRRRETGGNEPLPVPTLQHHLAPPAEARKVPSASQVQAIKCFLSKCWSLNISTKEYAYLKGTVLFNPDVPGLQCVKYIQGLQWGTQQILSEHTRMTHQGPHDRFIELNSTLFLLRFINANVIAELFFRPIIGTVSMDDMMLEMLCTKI
GC-A act = GC-A stimulated cGMP production enhancers – HEK293 GC-A cells, cGMP TR-FRET, EC30 ANP, primary screen. Atrial natriuretic peptide receptor 1 (Homo sapiens), P16066. 0% at EC30 ANP, 100% saturating ANP. activation, % at 10 µM. hit rate 0.14% among 370,000. AID 1671463, 2021; in the data active = activation above about 40%
Active calls of the source: *; · = no result given. Compounds as they come, and some 6.7% of all compounds hit somewhere here.

SMILES | DAX1 inh-1 | FXN GAA850 act | GC-B act | sPLA2-III inh | SMARCA2 act | KLK7 zymogen act | hcDAF-12 act | hgDAF-12 ag | ssDAF12 agonist | DAX1 inh-2 | GC-A act
Cc1ccc2cc(C)c3nnc(SCC(=O)c4cccs4)n3c2c1C | -0.5 | 5.2 | 1 | -53 | 0 | -0.7 | -0.9 | -1.5 | -0.9 | -0.5 | -7
Cc1cc(NC(=O)c2cccc(C(=O)Nc3cc(C)on3)n2)no1 | -0.1 | 2.1 | 1 | 6 | -4 | -0.6 | 0.0 | 2.9 | -1.4 | -0.3 | -2
O=C1C=C(c2ccc(OC(F)(F)F)cc2)C[C@@H](c2ccc(Cl)cc2)C1 | -0.5 | 2.4 | 1 | 0 | 0 | 1.3 | -0.7 | -0.5 | -1.6 | 0.5 | 5
CSc1ccccc1OCc1cc(C(=O)N(C)C(C)c2nc(C)cs2)no1 (stereo not given) | -0.3 | 2.7 | -3 | -7 | -2 | -0.4 | -0.4 | -1.3 | -1.0 | -0.2 | 0
CCCCn1c(=O)[nH]c(=O)c2c1nc(-c1ccc(C(F)(F)F)cc1)n2C | 0.0 | 3.4 | -1 | 0 | 0 | -0.2 | -0.9 | -0.5 | -1.8 | -0.1 | -1
O=C(NCC1CCCO1)c1ccc(NC(=O)c2cccc(Br)c2)cc1 (stereo not given) | -0.9 | -0.6 | -7 | -3 | -1 | -0.2 | -2.7 | -0.9 | -1.8 | -1.2 | 3
O=C(NC1CC1)C1=C[C@H](c2c[nH]c3ccccc23)C[C@H](OCc2ccc(CO)cc2)O1 | 0.4 | -1.8 | -4 | -6 | 1 | -0.1 | 0.4 | -1.2 | -0.5 | -0.6 | -3
CCn1cc(C=O)c2cc(S(=O)(=O)N3CCOCC3)ccc21 | 0.1 | 1.2 | 0 | -5 | 1 | -0.5 | 0.1 | -1.9 | -1.6 | -0.4 | 0
COc1ccc(C2(CNC(C)=O)CCOCC2)cc1OC | 0.2 | -0.1 | 3 | 9 | -4 | 0.1 | 0.2 | 1.1 | -1.5 | -0.2 | 7
Cc1nnc2sc(SCc3cccc(Cl)c3)nn2c1=O | -1.4 | 1.3 | -4 | -7 | 2 | -0.4 | -0.8 | -2.4 | -1.8 | -0.2 | -25
CCOc1ccc(C(=O)CCC(=O)N(CC)CC(=O)Nc2c(F)cccc2F)cc1 | -1.0 | 2.6 | -1 | 3 | -1 | -0.4 | 0.6 | -0.7 | -0.9 | -0.2 | -4
COC[C@H]1CCCN1c1ccc2c(c1)O[C@@H]1CCN(C1)S2(=O)=O | -0.7 | · | 5 | 2 | -2 | -0.7 | -1.6 | -1.6 | -0.6 | · | 1
CC1CCN(C(=O)CC2C(=O)Nc3c2c(=O)n(C)c(=O)n3Cc2ccccc2)CC1 (stereo not given) | -0.7 | -0.4 | -1 | -7 | 0 | -1.1 | -0.8 | 1.4 | -1.7 | 0.9 | 2
Nc1c(C(=O)NCCc2ccccc2)sc2nc(N3CCOCC3)c3c(c12)CCCC3 | -2.5 | 2.0 | 14 | -9 | 0 | 152* | -3.1 | -2.7 | -2.6 | -0.7 | 23
CCN1C(=O)CC(NNC(=O)c2ccccc2)C1=O (stereo not given) | 0.1 | 0.0 | -8 | -5 | -2 | 0.0 | 0.2 | 0.4 | -0.5 | 1.9 | 2
Cc1cc(Br)c(NC(=O)CN2CCCC2)c(Br)c1 | 0.3 | 0.4 | -4 | 0 | -1 | -0.7 | 0.0 | 4.0 | -0.8 | 0.5 | 3
CCOc1ccccc1-c1cncc(NC)n1 | 0.2 | -0.7 | 0 | 11 | -2 | 25* | 0.3 | -0.7 | -0.8 | · | -1
Cc1ccc(S(=O)(=O)N2CC3=C(c4ccccc4)CC4(C)C(=O)C(C)(C)CC4=C3C2)cc1 (stereo not given) | -0.2 | · | -2 | -14 | -4 | -0.5 | 0.8 | -0.1 | -1.0 | · | 0
COc1cccc(C(=O)NC2CCN(CC(=O)NCc3ccccc3F)CC2)c1 | -0.4 | 1.0 | -5 | -3 | -1 | 0.3 | -1.0 | -1.4 | -1.1 | -1.6 | 5
CCCCCCOC(=O)C(C#N)c1nc2ccccc2nc1N1CCOCC1 (stereo not given) | -0.6 | 1.4 | -2 | 4 | -2 | -0.5 | 0.9 | -0.9 | -0.6 | 0.3 | 0
COc1ccc(O)c(C(=O)c2cnc3onc(C(C)C)c3c2)c1 | 0.1 | 1.5 | 6 | 1 | -5 | 0.3 | -0.4 | -1.4 | -0.9 | 2.7 | 4
CCCCN1CC(COCc2ccccc2)Oc2cccc(OCc3ccc(OC)cc3)c2S1(=O)=O (stereo not given) | -0.7 | 1.1 | 6 | -16 | -2 | 0.1 | -1.3 | 1.3 | -0.7 | 0.0 | -1
CSCCC(NC(=O)c1ccccc1Cl)C(=O)N1CCC1 (stereo not given) | -0.8 | 1.4 | -2 | 11 | -1 | -0.4 | -1.8 | 1.3 | -0.8 | 1.2 | 2
O=[N+]([O-])c1cccnc1NCCc1ccccc1 | -0.1 | 3.7 | -1 | 4 | -1 | 0.3 | 3.9 | 3.9 | -0.7 | 1.0 | -1
O=C(C[C@@H]1C/C=C\CCC(=O)OC[C@@H]2CCCN2C1=O)NCCO | 0.1 | -0.2 | 0 | 0 | 1 | 0.6 | -0.1 | 1.0 | -1.2 | 0.2 | 1

One compound at a time (already shown). Order of screens: DAX1 inh-1 | FXN GAA850 act | GC-B act | sPLA2-III inh | SMARCA2 act | KLK7 zymogen act | hcDAF-12 act | hgDAF-12 ag | ssDAF12 agonist | DAX1 inh-2 | GC-A act
`CCCCn1c(=O)[nH]c(=O)c2c1nc(-c1ccc(C(F)(F)F)cc1)n2C` reads 0.0 | 3.4 | -1 | 0 | 0 | -0.2 | -0.9 | -0.5 | -1.8 | -0.1 | -1
`O=[N+]([O-])c1cccnc1NCCc1ccccc1` reads -0.1 | 3.7 | -1 | 4 | -1 | 0.3 | 3.9 | 3.9 | -0.7 | 1.0 | -1

Remaining list, next part:
SMILES | DAX1 inh-1 | FXN GAA850 act | GC-B act | sPLA2-III inh | SMARCA2 act | KLK7 zymogen act | hcDAF-12 act | hgDAF-12 ag | ssDAF12 agonist | DAX1 inh-2 | GC-A act
c1ccc(COCc2ccccc2)cc1 | 0.1 | · | -2 | 12 | -6 | -0.1 | 1.2 | -4.0 | -0.8 | · | 4
COc1ccc(C(=O)NC(=S)NCc2ccccc2)cc1 | 0.5 | 1.2 | -3 | -9 | 3 | 0.3 | 1.1 | 1.6 | -1.3 | -0.4 | 2
CCCOc1ccc(C(C(=O)OCCN(CC)CC)c2ccccc2)cc1 (stereo not given) | 0.6 | -1.3 | -1 | -14 | -1 | -0.3 | -1.1 | -1.4 | -1.6 | 0.0 | -1
COc1ccc(C(=O)n2nc(-c3ccco3)nc2SC)cc1OC | -0.3 | 2.1 | 3 | 1 | -3 | -0.3 | -1.8 | 0.3 | -0.9 | 1.5 | -2
CCC(C(=O)Nc1ccc(S(=O)(=O)N2CCN(C)CC2)cc1)c1ccccc1 (stereo not given) | -1.2 | 0.3 | -9 | -13 | 5 | 0.3 | -0.5 | -1.2 | -0.5 | -0.7 | -4
Cc1ccc(NC(=O)CS(=O)CC(=O)Nc2ccc(N3CCOCC3)cc2)cc1Cl (stereo not given) | 0.1 | -2.0 | 6 | -7 | -4 | -0.3 | -2.2 | -0.5 | -1.6 | 0.8 | 1
CN(C)N=Nc1ccc(S(=O)(=O)N2CCSC2C(=O)O)cc1 (stereo not given) | -1.0 | 3.6 | 2 | -1 | -2 | 0.5 | -0.8 | 0.1 | -1.3 | -0.4 | -2
O=C(O)c1ccc(S(=O)(=O)N2CCC(n3nnc4cc(C(F)(F)F)ccc43)CC2)cc1 | 0.1 | -0.4 | -3 | -4 | 4 | -0.3 | -1.9 | 5.1 | -1.5 | -0.2 | 1
Cc1coc2cc3oc(=O)c(CCC(=O)N4CCC(C(=O)O)(c5ccccc5)CC4)c(C)c3cc12 | 0.9 | 1.6 | -10 | -1 | -2 | 2.8 | 3.4 | -1.4 | -0.1 | 1.7 | 0
COc1ccc(-c2nc3c4c(ncn3n2)-c2ccccc2CC42CCCC2)cc1 | -0.6 | 6.3 | -3 | -1 | 1 | 0.2 | -1.1 | -1.8 | -1.1 | 0.2 | -2
COc1ccc(Br)cc1CNC(=O)C1CCCN(c2nc3ccccc3o2)C1 (stereo not given) | -0.6 | 0.0 | -3 | 3 | 4 | 0.5 | 1.5 | 2.9 | -1.3 | 2.0 | -4
Cc1cccc(-n2c(SCC(=O)O)nc3sc4c(c3c2=O)CCCC4)c1 | -0.2 | -1.5 | 45* | 4 | 4 | -0.3 | -0.8 | -0.8 | -0.9 | 1.9 | -1
O=C(COC(=O)/C=C/c1nc2ccccc2s1)Nc1cccc2ccccc12 | 0.2 | -0.8 | 6 | 3 | 1 | 0.2 | -1.6 | 2.4 | -0.1 | 0.8 | -1
CCOc1ccccc1C(=O)NC(C(=O)OCn1nnc2ccccc2c1=O)C(C)C (stereo not given) | 0.0 | -0.8 | -3 | -1 | -4 | -0.3 | -0.8 | -0.9 | -0.7 | -0.6 | -9
Cc1[nH]c2ccccc2c1CCN(Cc1cccs1)C(=S)NC(C)(C)C | 0.6 | 1.6 | 1 | 10 | -4 | -0.5 | -0.6 | -2.8 | -1.4 | 1.1 | 6
CCS(=O)(=O)N(CC(=O)Nc1cccc2ccccc12)c1ccc(OC)cc1 | 0.5 | -0.5 | -4 | -10 | 0 | 0.2 | 2.2 | 2.5 | -0.9 | 1.1 | 1
CCCCC(C(=O)NC(C)(C)C)N(Cc1ccco1)C(=O)c1snc(C(N)=O)c1N (stereo not given) | 0.1 | 0.8 | -24 | -11 | -3 | 2.2 | -0.3 | -1.5 | -1.3 | -0.3 | -29
CC(C)c1ccc(C(C(C(=O)c2ccccc2)N2CCOCC2)N2CCOCC2)cc1 (stereo not given) | -0.2 | 3.8 | -6 | 8 | -2 | -0.3 | 1.6 | 1.6 | -0.9 | 0.9 | -15
Cn1c(=O)c2sccc2n2c(CCCC(=O)NCc3ccc4c(c3)OCO4)nnc12 | -0.4 | -0.8 | -4 | 4 | 3 | 0.0 | -0.2 | -0.3 | -2.0 | 2.7 | 4
CC(C)(C)c1ccc(C(=O)N2CCOC23CCCCC3)cc1 | 1.8 | · | 4 | 18 | -4 | -0.7 | -0.7 | -3.8 | -1.3 | · | 3

Compound activity from PubChem BioAssay.
